# DT40 TDP1 CPT: growth inhibition of DT40 Tdp1-/-;hTDP1 cells with camptothecin (screen for TDP1 inhibitors) | chicken DT40 Tdp1-/-;hTDP1 cells + 20 nM CPT, ATP luminescence, 48 h | Potency, µM (titrated, usually from 46.2 µM), without a hit: top-dose activity change, negative = growth inhibition, most hits filed as inhibitors | 12% of 420,000 active; also: nearly all actives have a fitted effect of over 55% in size
#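 Chicken DT40 Tdp1-/- cells complemented with human TDP1, 400 cells/well, exposed to compounds plus 20 nM camptothecin for at least 48 h at 37 C; viability read as ATP content by CellTiter-Glo luminescence.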
# DT40 TDP1 no CPT: qHTS for Inhibitors of human tyrosyl-DNA phosphodiesterase 1 (TDP1): qHTS in cells in absence of CPT; DT40 Tdp1-/- hTDP1 cells, no CPT, ATP luminescence, 48 h; Potency, µM (series often up to 46.2 µM), inactives show top-dose activity change, negative = growth inhibition, actives largely listed as inhibitors; 15% of 420,000 active; AID 686978, 2013; also: nearly all actives have a fitted effect of over 55% in size
#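 Growth kinetics read by CellTiter-Glo luminescence after ≥48 hr at 37 °C. Cells: DT40 Tdp1-/- stably carrying human TDP1, 400 per well, compound exposure in the absence of CPT (DMSO vehicle).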
# GCN5L2 inh: blocks human GCN5L2 histone acetyltransferase; GCN5L2 HAT assay, ThioGlo1 CoA-SH fluorescence; Potency, µM (highest dose often 58.9 µM), for the others: top-dose activity change, negative = inhibition, actives largely listed as inhibitors; AID 504327; 0.21% of 390,000 active
# Target sequence (Q92830 whole entry, looked up): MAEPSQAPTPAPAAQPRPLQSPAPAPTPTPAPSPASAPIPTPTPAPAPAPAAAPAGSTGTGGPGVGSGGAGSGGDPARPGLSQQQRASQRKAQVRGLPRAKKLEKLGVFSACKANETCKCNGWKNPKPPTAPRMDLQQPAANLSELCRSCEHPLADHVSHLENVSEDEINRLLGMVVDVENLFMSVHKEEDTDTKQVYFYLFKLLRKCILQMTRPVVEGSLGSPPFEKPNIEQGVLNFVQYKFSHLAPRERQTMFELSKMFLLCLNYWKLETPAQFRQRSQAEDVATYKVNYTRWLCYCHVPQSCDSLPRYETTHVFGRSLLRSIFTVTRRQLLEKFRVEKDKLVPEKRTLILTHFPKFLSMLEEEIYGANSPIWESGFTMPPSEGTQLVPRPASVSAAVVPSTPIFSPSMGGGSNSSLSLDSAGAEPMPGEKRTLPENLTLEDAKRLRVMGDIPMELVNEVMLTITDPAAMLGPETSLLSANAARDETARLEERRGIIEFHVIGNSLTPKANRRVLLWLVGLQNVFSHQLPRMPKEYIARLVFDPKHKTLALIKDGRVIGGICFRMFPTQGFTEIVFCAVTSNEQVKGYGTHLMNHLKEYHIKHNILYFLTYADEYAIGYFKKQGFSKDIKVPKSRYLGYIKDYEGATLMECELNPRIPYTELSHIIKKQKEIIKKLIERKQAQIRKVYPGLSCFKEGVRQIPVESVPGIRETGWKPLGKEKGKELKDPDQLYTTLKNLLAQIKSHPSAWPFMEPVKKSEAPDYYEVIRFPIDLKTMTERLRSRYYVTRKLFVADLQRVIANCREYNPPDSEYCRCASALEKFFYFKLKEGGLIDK
#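 Compounds, pin-transferred from DMSO stocks, meet 20nM GCN5L2 for 15 min before the reaction begins with H3(1-25) peptide (75uM) and acetyl-CoA (70uM). Thiol-reactive ThioGlo1 reports CoA release over 20 min at room temperature.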
# An asterisk follows results filed as active; ? = inconclusive; . = not tested or not shown; & = joins results of further samples; [ ] = remark or other dose. Calls follow the shape of the dose curve; as a rule, active = well fitted curve in the direction sought with a large enough effect; inconclusive = small, poorly fitted or top-dose-only effect, or another doubt; inactive = no such curve, though single readings can be large; an effect the other way counts as inactive or inconclusive. % is scaled to controls: 0 for no effect and ±100 for the full control effect; potency is read from the fitted curve at half-maximal effect.
structure	DT40 TDP1 CPT	DT40 TDP1 no CPT	GCN5L2 inh
CC1CC(C)CN(C(=O)COC(=O)CCc2nc3ccccc3c(=O)[nH]2)C1 (centres undefined)	-23%	0%	-1%
C[C@@H]1CN([C@@H](C)CO)C(=O)c2cc(N(C)C)ccc2O[C@@H]1CN(C)Cc1ccncc1	-10%	-13%	1%
CC1CCN(c2oc(Cc3cccc4ccccc34)nc2C#N)CC1	?	?	-2%
COc1ccccc1Cn1nnc2c(=O)[nH]c(C3CCN(C(=O)c4ccc(F)cc4)CC3)nc21	1%	0%	18%
NNC(=O)c1ccc(S(=O)(=O)N2CCc3ccccc32)cc1	3%	-8%	-4%
Cc1cc(OCC(=O)NC2CC2)c2c(C)c(C)c(=O)oc2c1	-5%	?	-8%
N#C/C(=C(/O)COc1ccccc1)c1nc2ccccc2s1	-17%	?	0%
CCN(CC)CCNc1c(C)cc(CO)c(Cl)c1C	11%	-8%	.
Cc1ccc(C(C)C)cc1C(=O)CC1(O)C(=O)N(C)c2ccccc21 (centres undefined)	?	-24%	2%
O=C(O)c1cccc(-c2ccc(/C=N/n3cnnc3)o2)c1	-3%	-8%	-5%
CCn1c(=N)c(S(=O)(=O)c2ccc(F)cc2)cc2c(=O)n3ccccc3nc21	-24%	?	-10%
Cc1ccccc1-c1nnc(SCC(=O)NC2CCCC2)n1C	2%	-15%	-7%
COc1ccc(N(CN2C(=O)C3CC=CCC3C2=O)C(=O)c2ccco2)cc1 (centres undefined)	-10%	-23%	-25%
COc1cc(OC)c2ccc(=O)oc2c1C(CCN1CCN(c2ccccc2)CC1)c1ccc2c(c1)OCO2 (centres undefined)	23µM*	16µM*	-14%
Cc1cccc(N(CC(=O)NCc2ccc3c(c2)OCO3)C(=O)CCC(=O)Nc2ccccn2)c1	?	?	-4%
Cc1ccc(NC(=O)Cn2cc(C(F)(F)F)cc(Cl)c2=O)cc1S(=O)(=O)N1CCCCC1	?	?	-11%
CCOc1cc(N2CCCC2)ccc1[N+](=O)[O-]	-25%	?	0%
CCc1ccc(C(=O)COC(=O)CNC(=O)c2ccc(N3C(=O)c4ccccc4C3=O)cc2)cc1	0%	0%	0%
O=C(CN1CCN(Cc2ccccc2)C1=O)NCCCN1CCOCC1	-2%	9%	-5%
COc1ccc(C2c3ccc(O)cc3Oc3ncn(CCN4CCOCC4)c(=N)c32)cc1 (centres undefined)	?	-21%	0%
COc1ccc(C2NC(=O)NC(C)=C2C(=O)Nc2cccc(C)c2C)cc1 (centres undefined)	-5%	-6%	-8%
NS(=O)(=O)c1cc(C2(O)NC(=O)c3ccccc32)ccc1Cl (centres undefined)	-18%	-2%	4%&-2%
Cc1cccc(C(=O)Nc2sc3c(c2C(=O)NCc2ccco2)CCCC3)c1	2%	-7%	19%
CCc1nn(CC(=O)NCCCOC)c(=O)c2cc3occc3n12	-11%	-9%	-10%
Cc1c(NC(=O)COc2cccc(F)c2)c(=O)n(-c2ccccc2)n1C	1%	-3%	2%

# Following part:
structure	DT40 TDP1 CPT	DT40 TDP1 no CPT	GCN5L2 inh
COc1ccccc1NC(=S)N(Cc1ccccc1)Cc1ccccn1	?	?	-1%
CC(O)[C@@H](NC(=O)C1CCC(CNC(=O)[C@H](Cc2ccccc2)NC(=O)OC(C)(C)C)CC1)C(=O)O (some centres undefined)	-3%	7%	-12%
COc1cc(OC)cc(-c2c(-c3cccs3)c3cc(-c4cccc5[nH]ccc45)ccc3n2C)c1	?	?	-1%
CN(Cc1cccs1)C(=O)C1CCN(S(=O)(=O)c2ccccc2)CC1	?	16%	-4%
Cc1ccc(C(=O)NC2(C(F)(F)F)N=C(c3ccccc3)N(Cc3ccccc3)C2=O)cc1 (centres undefined)	?	26µM*	-8%
O=C(CCC(=O)N1CCN(c2ccccc2F)CC1)N1CCN(c2ccc(F)cc2)CC1	?	16µM*	0%
CCOC(=O)c1c(-c2cccc([N+](=O)[O-])c2)csc1N	?	?	-10%
COc1cccc(-c2nc(C(=O)NCC3CCCO3)cc3c2[nH]c2ccccc23)c1 (centres undefined)	2.6µM*	2.3µM*	-1%
CCCCOc1ccc(CC(N)=O)cc1	-2%	-14%	.
CCCS(=O)(=O)NCCc1cc2c(C)ccc(C)c2[nH]c1=O	4%	-9%	-6%
CCCCn1nnnc1C(c1ccccc1)N1CCN(Cc2c(F)cccc2Cl)CC1 (centres undefined)	?	?	.
O=C(NCC1CCCN(Cc2cccc(OCCO)c2)C1)c1ccc(F)cc1 (centres undefined)	8%	-2%	1%
N#Cc1c(-c2ccc(F)cc2)ccnc1N1CCOCC1	-38%	-12%	-5%
CCOc1ccc2nc(NC(=O)CSc3nc4c(c(=O)n(C)c(=O)n4C)n3C(C)C)sc2c1	23µM*	15µM*	-6%
Cc1ccc(SCC(=O)Nc2c(Br)cnn2C)cc1	?	?	0%
O=C(CCN1C(=O)/C(=C/C=C/c2ccccc2)SC1=S)Nc1nc2ccccc2s1	4%	-18%	-3%
O=C(CSc1ccccc1C(=O)O)NC12CC3CC(CC(C3)C1)C2	2%	4%	-3%
Cc1cc(NS(=O)(=O)c2ccc(NC(=O)NC(C)(C(F)(F)F)C(F)(F)F)cc2)no1	1%	12%	0%
COc1ccc(OC)c(NC(=O)CSc2nnc(-c3cccnc3)s2)c1	?	?	16%
CCN(CC)c1ccc(C(=O)OCc2cc(=O)oc3cc(O)ccc23)cc1	?	16µM*	-20%
N/C(=N/OS(=O)(=O)c1ccc([N+](=O)[O-])cc1)c1ccncc1	1%	-11%	-1%
COc1cc(CNc2ncnc3c2ncn3[C@H]2CN(Cc3cccc(C(F)(F)F)c3)C[C@@H](CO)O2)cc(OC)c1OC	18µM*	16µM*	.
COC(=O)C1=C(Nc2cc(Cl)cc(Cl)c2)CSC1	-7%	-26%	-1%
CCc1nnc(NC(=O)CSc2nnc(Cc3cccn3C)n2CCOC)s1	10%	1%	-1%
CC1CCCCC1NC(=O)C1CCN(S(=O)(=O)N2CCC3(CC2)OCCO3)CC1 (centres undefined)	-8%	-21%	4%

# A draw from above in order of formula weight, rising:
structure	DT40 TDP1 CPT	DT40 TDP1 no CPT	GCN5L2 inh
N#Cc1c(-c2ccc(F)cc2)ccnc1N1CCOCC1	-38%	-12%	-5%
COC(=O)C1=C(Nc2cc(Cl)cc(Cl)c2)CSC1	-7%	-26%	-1%
Cc1ccc(SCC(=O)Nc2c(Br)cnn2C)cc1	?	?	0%
COc1ccc(OC)c(NC(=O)CSc2nnc(-c3cccnc3)s2)c1	?	?	16%
O=C(CCC(=O)N1CCN(c2ccccc2F)CC1)N1CCN(c2ccc(F)cc2)CC1	?	16µM*	0%
CCOc1ccc2nc(NC(=O)CSc3nc4c(c(=O)n(C)c(=O)n4C)n3C(C)C)sc2c1	23µM*	15µM*	-6%

# Additional entries:
structure	DT40 TDP1 CPT	DT40 TDP1 no CPT	GCN5L2 inh
CCOC(=O)c1c(-c2ccccc2)csc1NC(=O)COc1ccc2c(C)cc(=O)oc2c1	?	12µM*	-4%
C[C@@H]1CN(Cc2ccc3c(c2)CN(Cc2cccc4c2OCO4)CCO3)C[C@H](C)O1	13%[9.04 µM]	-14%	.
CCN1C=C(C(=O)OC)C(c2cccc(OC)c2OC)C(C(=O)OC)=C1	-8%	0%	-4%
O=C1CN(Cc2cc(=O)oc3cc4c(cc23)CCC4)CCN1	13%	5%	0%
CC(=O)C1=C(O)C(=O)N(C2CCCCC2)C1c1ccccc1 (centres undefined)	-3%	-11%	-1%
CN(C)CCN1C(=O)C(O)=C(C(=O)c2cc3ccccc3o2)C1c1ccc(N(C)C)cc1 (centres undefined)	3%	-8%	5%
Cc1ccccc1NC(=S)N(CCN(C)C)C(C)c1ccco1 (centres undefined)	-5%	-2%	-4%
CCOC(=S)SCC(=O)N1CCc2cc(OC)c(OC)cc2C1C1C(=O)CC(C)(C)CC1=O (centres undefined)	17%	6%	2%
O=C1O[C@H]2[C@H](O)[C@@H]1OC(O)[C@H]2O (some centres undefined)	-5%	2%	.
CCOc1ccc(C=O)cc1CN1CCCCC1	-19%	-25%	-2%
CC(O)(c1cccnc1)c1nc(-c2cccc(F)c2)cs1 (centres undefined)	?	-27%	.
CN(CC(=O)NCCc1ccccc1)S(=O)(=O)c1cccs1	-11%	-16%	-6%
CC(C)CNc1nc2c(c(=O)n(C)c(=O)n2C)n1Cc1cccc(Br)c1	21µM*	23µM*	0%
CCOC(=O)C1=C[C@@H](CC)N(S(=O)(=O)c2ccc([N+](=O)[O-])cc2)[C@H]1c1ccccc1	21µM*	?	.
C/C(Cl)=C\Cn1c(NCCCn2ccnc2)nc2c1c(=O)n(C)c(=O)n2C	-20%	?	-2%
Cc1c(C(=O)N2CCCCC2)c(S(=O)(=O)Nc2cccc(Br)c2)c(C)n1C	?	-24%	-6%
Brc1ccccc1-n1ncc2c1ncn1nc(Cc3ccccc3)nc21	8%	-16%	0%
COc1ccc(-c2cc(C(=O)NCc3cccs3)no2)cc1	-5%	3%	0%
O=C(N/N=C1\NC(=O)C(CO)(CO)S1)c1ccccc1	6%	9%	-8%
Oc1ccc(-c2cn3c(n2)SCC3)cc1O	?	23µM*	-5%[0.501 µM]
Cc1ccc2nc(-c3cccc(-c4cccc(Cl)c4)c3)c(NCc3ccccc3)n2c1	9.2µM*	?	-9%
C(=N\n1c2ccccc2c2ccccc21)/c1ccccc1	?	?	-7%
CC1CCN(CCCCOc2ccccc2[N+](=O)[O-])CC1	-37%	-13%	-2%
Cc1cccc(CC(=O)Nc2cccc(-c3cn4cccnc4n3)c2)c1	?	?	-1%
O=S(=O)(c1ccc(OC(F)(F)F)cc1)N1CCCC(N2CCOCC2)C1 (centres undefined)	2%	6%	-1%

# Going on with the list:
# Results follow in this order: DT40 TDP1 CPT	DT40 TDP1 no CPT	GCN5L2 inh
Cc1cc(C)nc(SCC(=O)NNC(=O)c2cccs2)n1
    ?	-7%	-1%
CN(C(=O)COc1ccccc1)c1ccc([N+](=O)[O-])cc1
    -10%	-14%	.
COC(=O)C1CC2=C(CCCC2=O)NC1=O (centres undefined)
    -4%	2%	.
CN(C)CCCNc1ncnc2sc(-c3ccccc3)cc12
    ?	16µM*	-5%
O=C(O)CCc1ccc(-c2ccc(F)cc2)n1CC1CCCO1 (centres undefined)
    10%	6%	1%
COc1cc(OC)c(OC)cc1CN1CCCC(C(=O)N2CCCCC2)C1 (centres undefined)
    -8%	-11%	0%
Cc1cccc(Nc2ccncc2S(N)(=O)=O)c1
    0%	-5%	.
CCCN=C1N(C)C[C@@H]2[C@@H]3C(=O)N(Cc4ccccc4)C(=O)[C@@H]3[C@](C)(C(=O)OC)N12
    17%	2%	-1%
COc1ccc(C(C)NC(=O)C2CCCC2)cc1OC (centres undefined)
    0%	-12%	-21%
O=C(O)Cn1ncc2ccccc2c1=O
    5%	4%	-9%
CCN(CC)S(=O)(=O)c1cccc(C(=O)N/N=C2\CCCC(=O)C2)c1
    3%	-6%	-6%
O=C(NCc1cccnc1)c1cc(C2CCCN(C(=O)c3cccs3)C2)on1 (centres undefined)
    ?	?	.
CCC(CC)NC(=O)Nc1ccccc1C(F)(F)F
    -9%	17%	1%
CCCC(=O)Nc1ccc(Cl)c(NC(=O)c2cccc(OC)c2)c1
    ?	?	-1%
COc1ccc(C(=O)C2CCN(CC(=O)Nc3ccc(OC)cc3OC)CC2)cc1
    ?	?	-3%
C=CCC(CC=C)(CNC(=O)C(=O)Nc1ccc(C(=O)OCC)cc1)c1ccccc1
    -11%	-26%	-1%
O=C(N/N=C/c1ccc2c(c1)OCO2)c1cc(-c2ccc(F)cc2)nc2ccccc12
    15µM*	9.2µM*	-13%
Oc1cccc(CCc2ccccn2)c1
    -11%	0%	.
NC(=O)CC[C@H](NC(=O)[C@H](Cc1ccccc1)n1c(=O)[nH]c2ccccc2c1=O)C(=O)N1CCC[C@H]1C(=O)O
    5%	-12%	-11%
O=C(Cc1ccccc1)Nc1ccc(NC(=O)c2ccccc2)c(Cl)c1
    -17%	?	0%
CCc1ccc(CN2CCc3nc(Nc4ccc5c(c4)OCCO5)ncc3C2)cc1
    ?	23µM*	0%
CCOC(=O)c1sc(NC(=O)c2ccccc2F)c(C(N)=O)c1C
    ?	?	-6%
